# Assay outcomes as filed in PubChem.
# DRD3 agonist – D3 dopamine receptor (human) agonism | P35462 | D3R DiscoveRx beta-arrestin cells, luminescence, 90 min | max activation, % | 0.58% of 410,000 active | AID 652048; in the data active means max activation above about 30%; further: 0% is about no effect; mostly tested at two doses, the higher about 12 µM
#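 Agonist mode: compounds and dopamine controls were applied to plated cells for 90 min at 37 degrees C after an overnight attachment at 1500 cells/well. Luminescent read-out followed 30 - 60 minutes at room temperature with DiscoveRx detection reagent.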
# The depositor's hits bear a star; & = joins results of further samples.
cpd | Molecule | DRD3 agonist
1 | COC1[C@@H](O[C@@H]2O[C@H](C)[C@@H](O[C@H]3C[C@@](C)(O)[C@H](OC(=O)CC(C)C)[C@H](C)O3)[C@H](N(C)C)[C@H]2O)[C@@H](CC=O)C[C@@H](C)[C@@H](O)/C=C/C=C/C[C@@H](C)OC(=O)C[C@H]1OC(C)=O (stereo partly specified) | 6
2 | CC(=O)Nc1ccn(C2COC(COC(=O)c3ccccc3)O2)c(=O)n1 (stereo unspecified) | -5
3 | O=C(Oc1ccccc1)c1ccccc1O | 4
4 | CCCCCCCCCCCCCCCCCC(=O)OCCO | -10
5 | CC(O)[C@@H]1NC(=O)[C@H](CCCCN)NC(=O)[C@@H](Cc2c[nH]c3ccccc23)NC(=O)[C@H](Cc2ccccc2)NC(=O)[C@@H](NC(=O)[C@H](N)Cc2ccccc2)CSSC[C@@H](C(=O)N[C@H](CO)[C@@H](C)O)NC1=O (stereo partly specified) | 1
6 | C[n+]1c2cc(N)ccc2cc2ccc(N)cc21 (tested in a mixture with another compound) | 13
7 | C=C[C@]1(C)C[C@@H](OC(=O)CSC(C)(C)CNC(=O)[C@H](N)C(C)C)[C@]2(C)[C@H](C)CC[C@]3(CCC(=O)[C@H]32)[C@@H](C)[C@@H]1O | -2
8 | CC(CSC(=O)c1ccccc1)C(=O)N1C[C@@H](Sc2ccccc2)C[C@H]1C(=O)O (stereo partly specified) | -1
9 | CN1CCC(OC(=O)C(Oc2ccc(Cl)cc2)Oc2ccc(Cl)cc2)CC1 | -16
10 | C=Cc1c(C)c2cc3nc(cc4[nH]c(cc5nc(cc1[nH]2)C(C)=C5CCC(=O)OC)c(CCC(=O)O)c4C)[C@@]1(C)C3=CC=C(C(=O)OC)[C@H]1C(=O)OC | 8
11 | CC[C@H](C)CCCCC(=O)N[C@@H](CCN)C(=O)N[C@H](C(=O)N[C@@H](CCN)C(=O)N[C@H]1CCNC(=O)[C@H]([C@@H](C)O)NC(=O)[C@H](CCN)NC(=O)[C@H](CCN)NC(=O)[C@H](CC(C)C)NC(=O)[C@@H](CC(C)C)NC(=O)[C@H](CCN)NC1=O)[C@@H](C)O | 0
12 | CC(=O)OCC(=O)[C@@]1(O)[C@H](C)C[C@H]2[C@@H]3C[C@H](F)C4=CC(=O)C=C[C@]4(C)[C@H]3[C@@H](O)C[C@@]21C | 2
13 | CCC(C)(C)OC(=O)N[C@@H](Cc1c[nH]c2ccccc12)C(=O)N[C@@H](CCSC)C(=O)N[C@@H](CC(=O)O)C(=O)N[C@@H](Cc1ccccc1)C(N)=O | 10
14 | CCCCCC[C@@H](O)C/C=C\CCCCCCCC(=O)O | 9&8&4
15 | C[C@@H](O)[C@H]1C(=O)N2C(C(=O)[O-])=C(SC3Cn4cnc[n+]4C3)[C@H](C)[C@H]12 (stereo partly specified) | -14
16 | CN(C)C(=O)CCSC(SCCC(=O)O)c1cccc(/C=C/c2ccc3ccc(Cl)cc3n2)c1 (stereo unspecified) | -1
17 | CC(CC(c1ccccc1)c1ccccc1)NC(C)(C)C (stereo unspecified) | -1
18 | CCCCc1ncc(/C=C(\Cc2cccs2)C(=O)O)n1Cc1ccc(C(=O)O)cc1 | -13
19 | Cc1c2oc3c(C)ccc(C(=O)N[C@@H]4C(=O)N[C@H](C(C)C)C(=O)N5CCC[C@H]5C(=O)N(C)CC(=O)N(C)[C@@H](C(C)C)C(=O)O[C@@H]4C)c3nc-2c(C(=O)N[C@@H]2C(=O)N[C@H](C(C)C)C(=O)N3CCC[C@H]3C(=O)N(C)CC(=O)N(C)[C@@H](C(C)C)C(=O)O[C@@H]2C)c(N)c1=O | -5
20 | CC(NN)c1ccccc1 (stereo unspecified) | -4

# Ordered by heavy-atom count (ascending): part of the list above.
cpd | Molecule | DRD3 agonist
20 | CC(NN)c1ccccc1 (stereo unspecified) | -4
3 | O=C(Oc1ccccc1)c1ccccc1O | 4
6 | C[n+]1c2cc(N)ccc2cc2ccc(N)cc21 (tested in a mixture with another compound) | 13
17 | CC(CC(c1ccccc1)c1ccccc1)NC(C)(C)C (stereo unspecified) | -1
4 | CCCCCCCCCCCCCCCCCC(=O)OCCO | -10
15 | C[C@@H](O)[C@H]1C(=O)N2C(C(=O)[O-])=C(SC3Cn4cnc[n+]4C3)[C@H](C)[C@H]12 (stereo partly specified) | -14
2 | CC(=O)Nc1ccn(C2COC(COC(=O)c3ccccc3)O2)c(=O)n1 (stereo unspecified) | -5
8 | CC(CSC(=O)c1ccccc1)C(=O)N1C[C@@H](Sc2ccccc2)C[C@H]1C(=O)O (stereo partly specified) | -1
18 | CCCCc1ncc(/C=C(\Cc2cccs2)C(=O)O)n1Cc1ccc(C(=O)O)cc1 | -13
12 | CC(=O)OCC(=O)[C@@]1(O)[C@H](C)C[C@H]2[C@@H]3C[C@H](F)C4=CC(=O)C=C[C@]4(C)[C@H]3[C@@H](O)C[C@@]21C | 2
16 | CN(C)C(=O)CCSC(SCCC(=O)O)c1cccc(/C=C/c2ccc3ccc(Cl)cc3n2)c1 (stereo unspecified) | -1
7 | C=C[C@]1(C)C[C@@H](OC(=O)CSC(C)(C)CNC(=O)[C@H](N)C(C)C)[C@]2(C)[C@H](C)CC[C@]3(CCC(=O)[C@H]32)[C@@H](C)[C@@H]1O | -2
13 | CCC(C)(C)OC(=O)N[C@@H](Cc1c[nH]c2ccccc12)C(=O)N[C@@H](CCSC)C(=O)N[C@@H](CC(=O)O)C(=O)N[C@@H](Cc1ccccc1)C(N)=O | 10
10 | C=Cc1c(C)c2cc3nc(cc4[nH]c(cc5nc(cc1[nH]2)C(C)=C5CCC(=O)OC)c(CCC(=O)O)c4C)[C@@]1(C)C3=CC=C(C(=O)OC)[C@H]1C(=O)OC | 8
1 | COC1[C@@H](O[C@@H]2O[C@H](C)[C@@H](O[C@H]3C[C@@](C)(O)[C@H](OC(=O)CC(C)C)[C@H](C)O3)[C@H](N(C)C)[C@H]2O)[C@@H](CC=O)C[C@@H](C)[C@@H](O)/C=C/C=C/C[C@@H](C)OC(=O)C[C@H]1OC(C)=O (stereo partly specified) | 6
5 | CC(O)[C@@H]1NC(=O)[C@H](CCCCN)NC(=O)[C@@H](Cc2c[nH]c3ccccc23)NC(=O)[C@H](Cc2ccccc2)NC(=O)[C@@H](NC(=O)[C@H](N)Cc2ccccc2)CSSC[C@@H](C(=O)N[C@H](CO)[C@@H](C)O)NC1=O (stereo partly specified) | 1

# (more compounds)
cpd | Molecule | DRD3 agonist
21 | O=C(O)Cn1c(C(=O)Nc2nc(-c3ccccc3Cl)cs2)cc2ccccc21 | 10
22 | NC(=O)COCCN1CCN(C(c2ccccc2)c2ccc(Cl)cc2)CC1 (stereo unspecified) | -25
23 | Cc1cc(OI)c(C(C)C)cc1-c1cc(C(C)C)c(OI)cc1C | -5
24 | O=C(CN1CCN(Cc2ccc3c(c2)OCO3)CC1)N1c2ccccc2Sc2ccccc21 | -22
25 | CC(CC=O)CCCC(C)(C)O (stereo unspecified) | -12
26 | CC(=O)CCC(=O)O | 0
27 | O=C(/C=C/c1ccc(O)c(O)c1)O[C@@H]1C[C@@](OC(=O)/C=C/c2ccc(O)c(O)c2)(C(=O)O)C[C@@H](O)[C@@H]1O | 5
28 | OCCN1CCN(CCCN2c3ccccc3C=Cc3ccccc32)CC1 | -29&-24
29 | COc1ccc(CCNCC(O)COc2cccc(C)c2)cc1OC (stereo unspecified) | -7
30 | CC(=O)Oc1ccc(C2(c3ccc(OC(C)=O)cc3)Oc3ccccc3NC2=O)cc1 | 11
31 | C=C1C(=C/C=C2\CCC[C@]3(C)[C@@H]([C@H](C)CCCC(C)C)CC[C@@H]23)C[C@@H](O)C[C@@H]1O | 0
32 | O=C(NNCNNC(=O)c1ccncc1)c1ccncc1 | -21
33 | COc1cccc(N(C)C(=S)Oc2ccc3c(c2)CCCC3)n1 | 0
34 | COc1ccc2cc1Oc1cc3c(cc1OC)CC[N+](C)(C)[C@H]3Cc1ccc(cc1)Oc1c(OC)c(OC)cc3c1[C@@H](C2)[N+](C)(C)CC3 | -7
35 | COc1cc2c(cc1OC)[C@@H](Cc1cc(OC)c(OC)c(OC)c1)[N+](C)(CCCOC(=O)CC/C=C/CCC(=O)OCCC[N+]1(C)CCc3cc(OC)c(OC)cc3[C@H]1Cc1cc(OC)c(OC)c(OC)c1)CC2 (stereo partly specified) | 4&4
36 | Cc1ncc(C[n+]2csc(CCOP(=O)(O)O)c2C)c(N)n1 | -9
37 | CO[C@H](C(=O)[C@@H](O)[C@@H](C)O)C1Cc2cc3cc(O[C@H]4C[C@@H](O[C@H]5C[C@@H](O)[C@H](O)[C@@H](C)O5)[C@@H](O)[C@@H](C)O4)c(C)c(O)c3c(O)c2C(=O)[C@H]1O[C@H]1C[C@@H](O[C@H]2C[C@@H](O[C@H]3C[C@](C)(O)[C@H](O)[C@@H](C)O3)[C@H](O)[C@@H](C)O2)[C@H](O)[C@@H](C)O1 (stereo partly specified) | 2&-10
38 | CC1(C)S[C@@H]2[C@H](NC(=O)C(C(=O)Oc3ccc4c(c3)CCC4)c3ccccc3)C(=O)N2[C@H]1C(=O)O (stereo partly specified) | -11
39 | CCCCCCCCCCCCCCCCCC(=O)[O][Al] | -8
40 | C[C@]12O[C@H](C[C@]1(O)CO)n1c3ccccc3c3c4c(c5c6ccccc6n2c5c31)CNC4=O | -16

# The final 2 records of the section before are carried over, then new ones follow.
cpd | Molecule | DRD3 agonist
39 | CCCCCCCCCCCCCCCCCC(=O)[O][Al] | -8
40 | C[C@]12O[C@H](C[C@]1(O)CO)n1c3ccccc3c3c4c(c5c6ccccc6n2c5c31)CNC4=O | -16
41 | C=C1C(=O)O[C@H]2[C@H]1CC/C(C)=C\CC[C@@]1(C)O[C@@H]21 | -10
42 | CCCCC(=O)OCC(=O)[C@H]1[C@H](C)C[C@H]2[C@@H]3C[C@H](F)C4=CC(=O)C=C[C@]4(C)[C@@]3(F)[C@@H](O)C[C@@]21C | 9
43 | O=C1OC2(c3ccccc31)c1cc(Br)c(O)c(Br)c1Oc1c2cc(Br)c(O)c1Br | 1
44 | CCOc1cc(NC(C)=O)ccc1C(=O)OC | 10
45 | O=C(O)c1c(Cl)c(Cl)c(Cl)c(Cl)c1-c1c2cc(I)c(=O)c(I)c-2oc2c(I)c(O)c(I)cc12 | -26
46 | O=C(O)COc1nn(Cc2ccccc2)c2ccccc12 | -15
47 | CCC(=O)Nc1ccc(O)cc1 | 6
48 | O=C(/C=C/c1ccccc1)OCc1ccccc1 | 4
49 | CN(C(=O)CO)c1c(I)c(C(=O)NCC(O)CO)c(I)c(C(=O)NCC(O)CO)c1I (stereo unspecified) | 7
50 | O=P(O)(O)C(O)(Cc1cccnc1)P(=O)(O)O | 13
51 | C[N+]1(CCCCC[N+]2(C)CCCC2)CCCC1 | 5
52 | C=CC1=C(C)C2=CC3=NC(=C(CC(=O)[O-])C4=NC(=C(C)C4=C([O-])[O-])C=c4[n-]c(c(C)c4CC)=CC1=N2)C(CCC(=O)[O-])C3C.[Cu+2].[Na+].[Na+].[Na+] (stereo unspecified) | -20
53 | CCC(C)(Oc1ccc(C2(c3ccc(OC(C)(CC)C(=O)O)cc3)CCCCC2)cc1)C(=O)O (stereo unspecified) | 1
54 | C[C@H]1NCc2cc(-c3ccc4c(=O)c(C(=O)O)cn(C5CC5)c4c3OC(F)F)ccc21 | 5
55 | CC(CN(C)C)C(C)(O)Cc1ccc(Cl)cc1 (stereo unspecified) | -16
56 | COc1ccc(C(=O)c2ccc(C)cc2)c(O)c1 | -10
57 | Cc1ccccc1C(=O)N1CC/C(=N\OS(=O)(=O)O)c2ccc(Cl)cc21 | 6
58 | COc1ccc(C(=O)/C(Br)=C\C(=O)O)cc1 | 18
59 | CCOC(=O)c1cnc2c(cnn2CC)c1NN=C(C)C | -4
60 | Oc1ccccc1C=NCc1ccccc1 | -6
61 | Cc1ncc(COP(=O)(O)O)c(CN)c1O | -10
62 | N=C(N)c1ccc2cc(OC(=O)c3ccc(N=C(N)N)cc3)ccc2c1 | 10
63 | CSCCC(N)C(=O)O (stereo unspecified) | 6
64 | O=S(=O)(O)CCCS(=O)(=O)O | 4
65 | C=C1c2c(Cl)ccc(O)c2C(O)=C2C(=O)[C@]3(O)C(O)=C(C(N)=O)C(=O)[C@@H](N(C)C)[C@@H]3[C@@H](O)[C@H]12 | 4
66 | Cc1cc(-n2c(=O)[nH]c(=O)n(C)c2=O)ccc1Oc1ccc(S(=O)(=O)C(F)(F)F)cc1 | -18
67 | NCCN | 8
68 | COc1cc2c3cc1Oc1cc(ccc1O)C[C@@H]1c4c(cc(OC)c(O)c4Oc4ccc(cc4)C[C@@H]3N(C)CC2)CC[N+]1(C)C | -5
69 | CC(C)[C@@H](N)C(=O)O | -15
70 | CC(C)=CCC[C@@](C)(O)[C@H]1CC=C(C)CC1 | 3
71 | CC(C)CCC[C@@H](C)[C@H]1CC(=O)C2=C3CC[C@H]4C[C@@H](O)CC[C@]4(C)[C@H]3CC[C@@]21C | -1
72 | C=C1CC2C3CCC4=CC(=O)C=C[C@]4(C)[C@@]3(F)[C@@H](O)C[C@]2(C)[C@@]1(O)C(=O)COC(C)=O (stereo partly specified) | -7
73 | CC1CC(OC(=O)C(O)c2ccccc2)CC(C)(C)C1 (stereo unspecified) | 9
74 | Nc1ccc(C(=O)Oc2ccccc2)c(O)c1 | -14

# Some of the compounds tested. The share of hits here may be higher or lower than overall.
